Compound activity (PubChem)
FEN1 inhibitor: qHTS Assay for the Inhibitors of Human Flap endonuclease 1 (FEN1). P39748. Recombinant FEN1 flap cleavage, fluorescence, 15 min. Potency, µM (titrated, usually from 114 µM), for the others: at the top dose activity change, negative = inhibition, hits mostly inhibitors. hit rate 0.35% among 390,000; further: nearly all actives have a fitted effect of over 65% in size
Target sequence (P39748 whole entry, looked up): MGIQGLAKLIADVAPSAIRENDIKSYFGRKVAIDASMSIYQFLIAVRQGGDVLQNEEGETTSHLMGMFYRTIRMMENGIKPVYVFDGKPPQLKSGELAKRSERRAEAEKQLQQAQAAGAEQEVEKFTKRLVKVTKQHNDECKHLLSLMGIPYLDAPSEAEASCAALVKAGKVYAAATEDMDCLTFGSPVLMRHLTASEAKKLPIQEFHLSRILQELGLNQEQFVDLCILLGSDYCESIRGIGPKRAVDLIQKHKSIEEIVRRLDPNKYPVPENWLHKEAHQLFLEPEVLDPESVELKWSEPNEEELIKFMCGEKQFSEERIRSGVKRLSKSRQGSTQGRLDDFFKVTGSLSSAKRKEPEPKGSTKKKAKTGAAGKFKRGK
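Read-out was taken twice, immediately and after 15 min, following addition of 50 nM substrate to 10 nM FEN1 that had sat with test compound for 15 min at room temperature. Curves came from a four-parameter Hill model.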
TDP1 block: qHTS Assay for Inhibitors of Tyrosyl-DNA Phosphodiesterase (TDP1); recombinant TDP1, AlphaScreen DNA substrate cleavage; Potency, µM (series often up to 130 µM), for the others: at the top dose activity change, negative = inhibition, hits mostly inhibitors; hit rate 0.28% among 350,000; AID 485290, 2010; further: nearly all actives have a fitted effect of over 40% in size
Target sequence (Q9NUW8 whole entry, looked up): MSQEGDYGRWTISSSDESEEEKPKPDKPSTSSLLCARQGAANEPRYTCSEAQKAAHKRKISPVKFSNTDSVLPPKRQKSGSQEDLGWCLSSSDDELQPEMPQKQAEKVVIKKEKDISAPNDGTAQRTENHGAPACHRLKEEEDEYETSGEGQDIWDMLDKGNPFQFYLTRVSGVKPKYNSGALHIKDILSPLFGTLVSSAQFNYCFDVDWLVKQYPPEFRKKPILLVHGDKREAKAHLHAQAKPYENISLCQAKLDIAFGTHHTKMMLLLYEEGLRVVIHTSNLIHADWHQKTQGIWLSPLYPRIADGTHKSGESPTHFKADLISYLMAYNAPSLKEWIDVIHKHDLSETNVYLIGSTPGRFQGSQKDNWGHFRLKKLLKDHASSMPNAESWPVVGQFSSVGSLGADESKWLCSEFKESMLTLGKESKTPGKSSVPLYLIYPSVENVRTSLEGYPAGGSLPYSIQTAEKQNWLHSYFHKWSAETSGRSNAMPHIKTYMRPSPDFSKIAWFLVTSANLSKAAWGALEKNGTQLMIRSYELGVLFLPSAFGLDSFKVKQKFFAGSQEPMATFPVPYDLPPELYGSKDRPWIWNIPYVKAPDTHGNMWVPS
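Signal: AlphaScreen proximity between streptavidin donor and anti-FITC acceptor beads on intact substrate. Reaction: Tdp1 1 nM, substrate 15 nM final, 5 min RT after 15 min compound preincubation.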
N370S GC: qHTS Assay for Inhibitors and Activators of N370S glucocerebrosidase as a Potential Chaperone Treatment of Gaucher Disease | Potency, µM (top dose mostly 59.4 µM), inactives show at the top dose activity change, negative = inhibition, hits mostly inhibitors | N370S GC spleen homogenate, 4MU-glucoside fluorescence | Lysosomal acid glucosylceramidase (Homo sapiens), P04062 | hit rate 0.092% among 330,000;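 further: 0% = full enzyme activity and -100% = no enzyme basal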
* = called active by the depositor; ? = inconclusive; . = not tested or not shown; & = joins results of further samples; [ ] = another dose, or the depositor's remark. The call rests on the fitted dose curve; in most records, active means well fitted curve in the direction sought with a large enough effect; inconclusive means small, poorly fitted or top-dose-only effect, or another doubt; inactive means no such curve, though single readings can be large; an effect the other way counts as inactive or inconclusive. Unless noted, on the % scale 0 is the no-effect control and ±100 the full control effect; potency means the concentration at half of the fitted maximal effect.

SMILES | FEN1 inhibitor | TDP1 block | N370S GC
CNCCNC[C@H](Cc1cccc2ccccc12)NCCc1ccccc1 | -10% | 2% | .
Cn1c(N)c(C(=O)COC(=O)CSc2ccc(Cl)cc2)c(=O)n(C)c1=O | -5% | 0% | -2%
Cc1ccc(NC(=O)CCc2c(C)[nH]c(=O)c(C#N)c2C)cc1 | 2% | 13% | -8%
CCC(C(=O)NC(C)(C)C)N(C(=O)Cn1nnc(-c2ccccc2F)n1)c1cccc2c1CCCC2 (stereo not given) | -10% | 3% | -21%
COc1cc(OC)c(C(=O)CCCCN2CCC3(CC2)NC(=O)NC3=O)cc1NS(=O)(=O)c1ccc(C(F)(F)F)cc1 | . | 9% | -20%&-15%
CCOc1ccc(C2C(C(=O)c3ccc(C)o3)=C(O)C(=O)N2c2cc(C)on2)cc1OC (stereo not given) | 1% | 7% | -7%
COc1ccc(N2CCN(C(=O)COc3ccc(Cl)cc3Cl)CC2)cc1 | -13% | 6% | 11%
O=C(O)CN1C(=O)NC2NC(=O)NC21 (stereo not given) | -11% | -1% | -3%
C[N+](C)(C)CCOC(=O)CCC(=O)OCC[N+](C)(C)C | -2% | -2%[56.1 µM] | 1%
CCC(Cn1nnc2ccccc2c1=O)NC(=O)Nc1ccc(C)c(C)c1 (stereo not given) | 12% | 2% | .

The list goes on; the last 6 above are carried over.
SMILES | FEN1 inhibitor | TDP1 block | N370S GC
COc1cc(OC)c(C(=O)CCCCN2CCC3(CC2)NC(=O)NC3=O)cc1NS(=O)(=O)c1ccc(C(F)(F)F)cc1 | . | 9% | -20%&-15%
CCOc1ccc(C2C(C(=O)c3ccc(C)o3)=C(O)C(=O)N2c2cc(C)on2)cc1OC (stereo not given) | 1% | 7% | -7%
COc1ccc(N2CCN(C(=O)COc3ccc(Cl)cc3Cl)CC2)cc1 | -13% | 6% | 11%
O=C(O)CN1C(=O)NC2NC(=O)NC21 (stereo not given) | -11% | -1% | -3%
C[N+](C)(C)CCOC(=O)CCC(=O)OCC[N+](C)(C)C | -2% | -2%[56.1 µM] | 1%
CCC(Cn1nnc2ccccc2c1=O)NC(=O)Nc1ccc(C)c(C)c1 (stereo not given) | 12% | 2% | .
CC(=O)c1cccc(N=Cc2c(O)ccc3ccccc23)c1 | -2% | . | -6%
Cc1nnc(SCC(=O)N(C(C)C)C(C)C)nc1C | -3% | 3% | 2%
CC(=O)N1N=C(c2ccco2)CC1c1ccc(Br)cc1 (stereo not given) | -8% | -1% | 3%
COC(=O)c1ccc(C(NC(=O)c2cccnc2)NC(=O)c2cccnc2)cc1 | 16% | -5% | 0%
COc1ccc(/C(C)=N/Nc2nccnc2Cl)cc1 | -3% | 0% | .
COc1ccc(C(CC(=O)Nc2ccc(C(C)=O)cc2)N2Cc3ccccc3C2=O)cc1 (stereo not given) | 16% | 0% | .
C[C@@H]1CN([C@@H](C)CO)C(=O)c2cc(NC(=O)CCN3CCOCC3)ccc2O[C@@H]1CN(C)C(=O)Nc1ccccc1 | -9% | 1% | .
Cn1cccc1/C=N/NC(=O)c1sc2cc(Cl)ccc2c1Cl | . | 5% | 11%
COc1cc2[nH]c(=O)n(CCCCCC(=O)NCCc3c[nH]c4ccccc34)c(=O)c2cc1OC | -5% | 2% | -3%
Cc1cc(OC(=O)c2c(C)cc(O)cc2O)cc(O)c1C(=O)O | -14% | 1% | 5%&2%&4%
CC(C)(C)c1ccc(NC(=O)N2CCCN(c3ccc([N+](=O)[O-])cn3)CC2)cc1 | -22% | 6% | 7%
COc1ccc(CCNC(=O)c2c(O)nc3ccccn3c2=O)cc1OC | -12% | 1% | .
Cc1ccc(Nc2c(-c3ccccc3O)nc3cc(C)ccn23)cc1 | -22% | 10% | .
c1ccc(COc2ccc(Nc3ncnc4nc[nH]c34)cc2)cc1 | -13% | 9% | -3%
COc1ccc(-c2cccc(NS(=O)(=O)c3cc(C(F)(F)F)ccc3Cl)c2)nn1 | 11% | 4% | .
COc1cc(-c2cc(OC)c3c(C)oc(C)c3c(=O)c2)ccc1OC(=O)c1ccccc1F | 5% | 9% | .
COc1cc(OC)c(N(C)C(=O)Nc2cn(CC(C)C)c(=O)c3ccccc23)cc1Cl | -7% | -6% | .
Cc1cc(-c2ccc(C(C)C)c(S(=O)(=O)Nc3ccccn3)c2)on1 | -7% | 4% | -1%
COC(=O)C1(Cc2ccccc2)C=C2C(=C(C)C(=O)C2C)CN1 (stereo not given) | . | 7% | -3%
COc1ccc(C2NC(=O)NC(C)=C2C(C)=O)cc1 (stereo not given) | -1% | 7% | 24%
COc1ccccc1-n1ncc2c(=O)[nH]c(SCC(=O)Nc3ccc(Cl)cc3)nc21 | -1% | 1% | .
COc1ccc(-c2nc3ccccc3n2OCC(=O)O)cc1 | -4% | 3% | 6%
CC1=[N+]([O-])C(C)(C)N(O)C1(C)C | 2% | -5% | 0%
COc1ccc(N2CCN(C(=O)Cn3nnc(-c4ccc(OC)c(OC)c4)n3)CC2)cc1 | 11% | 6% | -4%
CCN1CCN(c2ncnc3sc(C)c(-c4ccccc4)c23)CC1 | -2% | 5% | 7%
Cc1ccc(-n2ncc(C(=O)Nc3cc(Cl)ccc3Cl)c2C2CCNCC2)cc1 | 10% | 0% | -4%
CC(=O)OC1CC2(C)C(=O)CCC2C2CCc3cc(O)ccc3C12 (stereo not given) | -14% | 3% | 8%
Cc1nn2c(N3CCN(C)CC3)cc(C(C)(C)C)nc2c1-c1ccccc1 | -4% | 3% | ?
C=CCSc1nc(Cc2ccc(Cl)cc2)nc2ccccc12 | -2% | . | 13%
COc1ccc(CN(C(=O)c2ccc3c(c2)OCCO3)C(C(=O)NC2CCCCC2)c2ccc3ncccc3c2)cc1 (stereo not given) | -3% | 7% | -3%
CCCCC[C@H]1CN(C2CCCCC2)C(=O)[C@@H]1CC(=O)NCc1ccc(OC)cc1 | 7%&-26% | . | -12%
Cc1cccn2cc(-c3ccc4c(c3)NC(=O)CO4)nc12 | -17% | -2% | -14%
COc1ccc(S(=O)(=O)n2oc(=O)cc2-c2ccccc2)cc1 | -1% | 0% | 2%
NS(=O)(=O)c1cc2c(cc1Cl)NC=NS2(=O)=O | 0% | 0% | 7%
CCOc1ccccc1NC(=O)CN1CCN(S(=O)(=O)c2ccc(Br)cc2)CC1 | -13% | -5% | .
COc1cccc(C(=O)NCC(c2ccc(N(C)C)cc2)N2CCc3ccccc32)c1 (stereo not given) | -6% | 11% | .
Nc1c(Br)cc(Br)c(N2CCCC2=O)c1Br | -3% | 2% | 11%
COCCNc1nnnc2c1sc1nc(N3CCOCC3)c3c(c12)CC(C)(C)OC3 | 0% | 5% | 0%
CCC(=O)N1c2ccccc2-c2nnc(SC)nc2OC1c1ccc(OC)c(OC)c1 (stereo not given) | 22% | 0% | 2%
Cc1c(C(=O)N/N=C/c2ccc(O)c(Br)c2)sc(N)c1C#N | -32% | 3% | -5%
COc1ccc(Cl)cc1Nc1nc(N)c2ccccc2n1 | -34% | . | -26%
COc1ccc(C(C)=O)cc1COC(=O)c1cccnc1SC | 0% | 2% | 5%
Cc1nc(-c2c(C(=O)NNC(=O)Nc3c(C)cccc3C)noc2C)cs1 | -2% | 5% | 1%
O=C(/C(=C(\[O-])c1ccccc1)[n+]1ccc2ccccc2c1)c1ccc([N+](=O)[O-])cc1 | 0% | 3% | -7%
O=C(COC(=O)c1ccc(O)cc1)NCCc1c[nH]c2ccccc12 | -5% | 6% | .
CS(=O)(=O)c1ccc(-n2nnc3ccccc32)c([N+](=O)[O-])c1 | -3% | 10% | -11%
Clc1cccc(C2Nc3cccc4cccc(c34)N2)c1Cl | -31% | . | -1%
COc1ccc(CC2c3cc(OC)c(OC)cc3CC[N+]2(C)CCC(=O)OCCCCCOC(=O)CC[N+]2(C)CCc3cc(OC)c(OC)cc3C2Cc2ccc(OC)c(OC)c2)cc1OC (stereo not given) | 1% | . | -17%
CC1CCCN(C(=S)NCCc2ccccc2)C1 (stereo not given) | -2% | -2% | 0%
Cc1cc(OC(=O)c2ccc(S(=O)(=O)N3CCCCC3)cc2)c([N+](=O)[O-])c(=O)[nH]1 | 18% | -3% | -19%

Further compounds
SMILES | FEN1 inhibitor | TDP1 block | N370S GC
Cc1ccccc1CN1C2=NCCN2c2ccccc21 | 5% | 2% | 5%
O=C(NCc1ccccc1Cl)c1cccc(NC(=O)c2ccccc2)c1 | -17% | 3% | 19%
COc1ccc2c(c1)O/C(=C\c1ccco1)C2=O | -24% | 12% | 23%
CC(=O)C(=Cc1cn(-c2ccccc2)nc1-c1ccccc1)C(C)=O | -19% | -3% | 6%
Cc1cc(OCCn2ccnc2)cc(C(C)C)c1 | 1% | 3% | -18%
COc1cccc2c1cc1c(=O)n(CC(=O)NC3CCCCC3)nc(C)n12 | 8%&-2% | 0%&7% | 3%
N#Cc1ccccc1Cn1c(=O)n(-c2ccccc2)c(=O)c2c3c(sc21)CCC3 | 5% | 0% | .
O=C(Cn1c(C(F)(F)F)nc2ccccc21)Oc1cccc(C(F)(F)F)c1 | -1% | -1% | 0%
CCOC(=O)C1CCN(C(=O)C23CC4CC(CC(C4)C2)C3)CC1 | 3% | 1% | 13%
COc1ccccc1N(CC(=O)N1CCCC1)S(=O)(=O)c1cc([N+](=O)[O-])ccc1Cl | -17% | 3% | .

Among those listed so far, 4 have a furan ring, fused or not:
SMILES | FEN1 inhibitor | TDP1 block | N370S GC
CCOc1ccc(C2C(C(=O)c3ccc(C)o3)=C(O)C(=O)N2c2cc(C)on2)cc1OC (stereo not given) | 1% | 7% | -7%
CC(=O)N1N=C(c2ccco2)CC1c1ccc(Br)cc1 (stereo not given) | -8% | -1% | 3%
COc1cc(-c2cc(OC)c3c(C)oc(C)c3c(=O)c2)ccc1OC(=O)c1ccccc1F | 5% | 9% | .
COc1ccc2c(c1)O/C(=C\c1ccco1)C2=O | -24% | 12% | 23%

The list goes on.
SMILES | FEN1 inhibitor | TDP1 block | N370S GC
O=C(O)C1OC(O)C(O)C(O)C1O (stereo not given) | . | 7%[56.1 µM] | -3%
Cc1cccnc1NC(=O)CNC(=O)C1CCCCC1 | -2% | 1% | .
COc1ccc(NC(=O)N2CCN(CCC#N)CC2)cc1 | -5% | 4% | 4%
Cc1c(NC(=O)c2sc3c([N+](=O)[O-])cccc3c2Cl)cccc1-c1nc2ccccc2o1 | -2% | -6% | .
O=C(CCc1ccccc1)NN1C(=O)C2C3C=CC(C3)C2C1=O (stereo not given) | -8% | 6% | 9%
COc1ccc(C(=O)NC(=S)NNC(=O)c2ccc(NC(=O)C(C)C)cc2)cc1 | 3% | 8% | -7%
COc1ccc(N(Cc2ccccc2)C(=O)c2nc(SC)ncc2Cl)cc1 | 7% | 6% | .
COc1cc(CNn2c(C)n[nH]c2=S)cc(Cl)c1OCC(=O)NC(C)(C)C | 10% | . | -16%
O=C(Nc1cccc(NC(=O)c2cccnc2Cl)c1)c1ccco1 | 0% | -5% | 10%
CC1CN(C(NC(=O)c2ccccc2)C(Cl)(Cl)Cl)CC(C)O1 (stereo not given) | -5% | 1% | -25%
CCOC(=O)N=Nc1c(O)n(CC(=O)OC)c2ccccc12 | 0% | 5% | 5%
CCOC(=O)c1c(C)n(C)c2ccc(O)c(S(=O)(=O)c3ccccc3)c12 | -1% | 6% | 5%
CCOC(=O)N1CCC(N2C(=O)c3ccccc3C2Nc2ccccc2)CC1 (stereo not given) | -11% | 4% | 3%
O=C(Cn1c(=O)n(-c2ccccc2)c(=O)c2c3c(sc21)CCC3)c1ccc(F)cc1 | -16% | 1% | .
CC(C)CC(=O)NC(=S)NNC(=O)c1ccc(NC(=O)C2CCCCC2)cc1 | -6% | 9% | -3%
O=C(N/N=C/c1c(Cl)cccc1Cl)C(=O)NC1CC1 | 19% | 8% | 0%
CC(NC(=O)c1ccc(CS(=O)(=O)Cc2ccccc2F)o1)c1ccc2c(c1)OCCO2 (stereo not given) | -4% | 8%[56.1 µM] | 2%
O=C(NS(=O)(=O)c1ccccc1)c1ccccc1O | 3% | 1% | -7%
CC1(c2ccccc2)NC(=O)N(CC(=O)N2CCOCC2)C1=O (stereo not given) | -4% | -6% | 24%
Cc1cccc(-n2nc3c(c2NC(=O)c2ccc4c(c2)OCO4)CS(=O)(=O)C3)c1C | -15% | 0% | -2%
